GPT2 inh: Primary qHTS assay for inhibitors of Glutamate pyruvate transaminase 2 (GPT2); Recombinant GPT2, coupled pyruvate oxidase/HRP Amplex Red fluorescence; Potency, µM (highest dose often 57.7 µM), for inactives: at the top dose activity change, negative = inhibition, most hits filed as inhibitors; 100,000 tested, 0.25% active; note: potency is the fitted concentration of half-maximal effect; nearly all actives have a fitted effect of over 60% in size; many of its hits are not listed in these tables
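Recombinant GPT2 (10ng/uL) with 250uM a-KG and 2mM L-alanine, 30 min at room temperature, in HEPES pH 7.5 buffer. Pyruvate detected by pyruvate oxidase/HRP/Amplex Red fluorescence after 30 min in the dark; AOA (50uM) as positive control.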
3T3 cytotox: Cytotoxic Profiling in NIH 3T3 Cell Line of Diverse Libraries Using Quantitative High-Throughput Screening; NIH 3T3 viability, CellTiter-Glo ATP luminescence, 48-72 h; Potency, µM (top dose mostly 96.7 µM), inactives show top-dose activity change, negative = cytotoxicity, most hits filed as inhibitors; 94,000 tested, 4.3% active; AID 1345082, 2018; note: potency is the fitted concentration of half-maximal effect; nearly all actives have a fitted effect of over 55% in size
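Cytotoxicity was measured by CellTiter-Glo ATP luminescence after 48 or 72 h compound exposure at 37 °C. Mouse NIH 3T3 fibroblasts were seeded at 400 cells/well and dosed by 23 nL pin transfer.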
Luciferase inh: Firefly luciferase inhibition profiling of diverse chemical library using quantitative high-throughput screening; Luciferin 4-monooxygenase (Photinus pyralis), P08659; Potency, µM (highest dose often 115 µM), inactives show at the top dose activity change, negative = inhibition, usual class: inhibitors; purified P. pyralis luciferase, luminescence, biochemical; 76,000 tested, 2.5% active; AID 1347043, 2019; note: potency is the fitted concentration of half-maximal effect; nearly all actives have a fitted effect of over 65% in size
Target sequence (P08659 whole entry, looked up): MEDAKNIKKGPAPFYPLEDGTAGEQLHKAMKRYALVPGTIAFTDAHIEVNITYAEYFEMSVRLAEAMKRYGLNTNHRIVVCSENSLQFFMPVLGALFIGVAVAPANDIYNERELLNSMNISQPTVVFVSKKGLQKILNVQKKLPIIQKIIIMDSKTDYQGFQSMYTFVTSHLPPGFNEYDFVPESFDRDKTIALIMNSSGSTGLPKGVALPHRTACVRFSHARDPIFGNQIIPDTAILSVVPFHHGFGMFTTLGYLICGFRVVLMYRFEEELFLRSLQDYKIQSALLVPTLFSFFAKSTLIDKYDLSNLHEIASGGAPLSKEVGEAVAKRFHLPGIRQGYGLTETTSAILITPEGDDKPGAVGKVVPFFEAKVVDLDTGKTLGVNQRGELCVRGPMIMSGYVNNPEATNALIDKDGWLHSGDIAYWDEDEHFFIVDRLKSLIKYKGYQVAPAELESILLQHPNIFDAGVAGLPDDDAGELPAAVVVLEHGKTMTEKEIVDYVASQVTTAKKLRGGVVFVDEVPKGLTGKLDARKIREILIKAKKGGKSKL
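Luminescence read by CCD imager after adding enzyme (10nM final) to wells holding compound, titrated in qHTS. Substrates 10uM each D-luciferin and ATP; buffer 50mM Tris acetate pH 7.5, 10mM Mg acetate, Tween-20, BSA.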
HEK cytotox: Cytotoxic Profiling in HEK 293 Cell Line of Diverse Libraries Using Quantitative High-Throughput Screening | Potency, µM (doses to about 115 µM), for the others: at the top dose activity change, negative = cytotoxicity, most hits filed as inhibitors | 94,000 tested, 6.6% active | HEK 293 viability, ATP luminescence (CellTiter-Glo), 48-72 h; note: potency is the fitted concentration of half-maximal effect; nearly all actives have a fitted effect of over 60% in size
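HEK 293 cells at 250 cells/well were exposed to compounds by pintool transfer for 48 or 72 hr at 37 degree Celsius, 5% CO2. Viability was read as ATP-coupled luminescence with CellTiter-Glo after 10 min at room temperature.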
SNCA expr inh: Primary qHTS assay for inhibitors of alpha-synuclein gene (SNCA) expression. Potency, µM (doses to about 57.2 µM), for inactives: top-dose activity change, negative = inhibition, most hits filed as inhibitors. HEK-293 SNCA-luciferase knock-in, luminescence, 24 h. AID 1671194, 2021. 140,000 tested, 0.17% active;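 note: potency is the fitted concentration of half-maximal effect; plate controls were DMSO cells for no effect and cell-free wells for full effect; nearly all actives have a fitted effect of over 45% in size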
HEK293 viab: GF-AFC viability counterscreen for inhibitors of alpha-synuclein gene (SNCA) expression; 150,000 tested, 0.12% active; Potency, µM (doses to about 57.1 µM), for inactives: at the highest dose activity change, negative = cytotoxicity, usual class: cytotoxic; HEK-293-SNCA-luc viability, GF-AFC fluorescence, 24 h; AID 1671193, 2021;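 note: potency is the fitted concentration of half-maximal effect; 0% = DMSO-treated cells and -100% = medium-only wells without cells; nearly all actives have a fitted effect of over 30% in size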
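HEK-293-SNCA-luc cells (1500/well) plated 24 h, then exposed 24 h to a dilution series; GF-AFC added 30 min at 37C, fluorescence 405/540 nm; normalised to medium-only and DMSO wells, Hill fit.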
IP6K1 inh: Primary qHTS assay for small molecule inhibitors of Inositol hexaphosphate kinase 1 (IP6K1); Inositol hexakisphosphate kinase 1 (Homo sapiens), Q92551; IP6K1 kinase, ADP-Glo luminescence, 2 h; hits give low values; activity change, % (series mostly up to about 58 µM); 140,000 tested, 0.81% active; in the data active = activity change below about -25%
Target sequence (Q92551 whole entry, looked up): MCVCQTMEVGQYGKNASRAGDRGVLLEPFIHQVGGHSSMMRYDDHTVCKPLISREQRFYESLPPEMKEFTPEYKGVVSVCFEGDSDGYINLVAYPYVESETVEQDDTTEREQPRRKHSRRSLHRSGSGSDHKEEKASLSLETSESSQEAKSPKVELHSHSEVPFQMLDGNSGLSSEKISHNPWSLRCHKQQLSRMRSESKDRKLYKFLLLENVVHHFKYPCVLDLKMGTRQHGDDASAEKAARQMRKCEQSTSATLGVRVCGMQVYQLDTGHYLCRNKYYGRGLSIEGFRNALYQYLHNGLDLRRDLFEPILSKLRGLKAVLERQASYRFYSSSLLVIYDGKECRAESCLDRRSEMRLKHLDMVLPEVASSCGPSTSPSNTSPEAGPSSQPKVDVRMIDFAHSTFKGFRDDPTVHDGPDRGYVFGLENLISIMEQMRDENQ
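ADP-Glo luminescence measures ADP made by human IP6K1 during a 2 h RT reaction with ATP/IP6 (mix at 1.3 mM/130 uM); top library doses 57.5 and 19.1 uM final.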
Numbers without * were called inactive; i = inactive; ? = inconclusive; nt = not tested or not shown; [ ] = dose if it differs, or a comment. Unless noted, calls come from the whole dose curve; as a rule, active = well fitted curve in the direction sought with a large enough effect; inconclusive = small, poorly fitted or top-dose-only effect, or another doubt; inactive = no such curve, though single readings can be large; an effect the other way counts as inactive or inconclusive. Unless noted, % is set by controls: 0 for no effect and ±100 for the full control effect.

SMILES | GPT2 inh | 3T3 cytotox | Luciferase inh | HEK cytotox | SNCA expr inh | HEK293 viab | IP6K1 inh
COc1nc2c(cc1CNC(=O)c1ccc(F)cc1)C(=O)N(C1CCCC1)C2 | -10%[11.5 µM] | -27% | 4% | ? | -20% | -2% | 28
CN(CCc1ccccn1)C(=O)CCC[C@@H]1[C@H]2CCCN3CCC[C@@H](CN1C)[C@@H]23 | ? | 0% | 3% | -1% | -10% | 5% | 5
O=C(NCc1ccc(F)c(F)c1)c1ccc2nnc(-c3cc[nH]c3)n2c1 | 1% | ? | nt | ? | 3% | -13% | 1
CCC(C)Sc1c(C(C)C)cnc2c1c(=O)n(C)c(=O)n2C (stereo not given) | nt | nt | nt | nt | 5% | 24% | -8
CC(=O)c1ccc(NC(=O)c2ccc(-c3nc(CSc4ccc(C)cc4)c(C)o3)cc2)cc1 | nt | nt | nt | nt | -4% | 8% | -1
Cc1noc(C2CC3(CCN(C(=O)Cn4nc(C(F)(F)F)cc4C)CC3)CN2C)n1 (stereo not given) | 3% | i | -4% | i | -5% | 6% | -5
O=C(c1cccc(F)c1)N1CCC2(CC1)NC(=O)N(c1ccccc1Cl)N2 | -10% | ? | 2% | ? | -9% | -9% | -8
CN(C)CCNC(=O)c1nc2nc(-c3ccccc3)c(Cl)cc2n1C | 1%[88.5 µM] | ? | -1%[172 µM] | -24%[172 µM] | 32%[activator][87.6 µM] | 1%[87.6 µM] | 12
OC1(CN2CCCN(c3nc4ccccc4s3)CC2)CNCCOC1 (stereo not given) | -9% | ? | 13µM* | ? | 113%[activator] | 9% | 1
O=C(c1cccc(Cl)c1)N1CCCC(C(=O)N2CCC(c3nc4ncccc4[nH]3)CC2)C1 (stereo not given) | 4% | -26% | nt | -9% | -9% | 1% | -1
Cc1nc(-c2ccccc2)n(CC(=O)Nc2cc(C(F)(F)F)ccc2Cl)c(=O)c1CCO | i | ? | -4% | ? | -26% | -10% | -1
Cc1cc(C(=O)NOCCO)c(Nc2ccc(I)cc2F)n(C)c1=O | 4% | nt | nt | nt | 13% | -10% | nt
CCc1ccc(C(=O)NC2CCN(c3cc(-c4ccc(F)cc4)[nH]n3)C2)cc1 (stereo not given) | 0% | ? | -6% | ? | ? | -24% | 10
CCN1CCN(C(c2ccccc2)c2c(O)cc(C)n(Cc3ccco3)c2=O)CC1 (stereo not given) | nt | nt | nt | nt | 1% | -9% | -14
COc1ccc(NC(=O)C[C@@H]2C[C@@H](C(C)C)[C@H](CC#N)C=C2C)cn1 | -2%[88.5 µM] | 79µM* | -1%[172 µM] | 89µM* | -1%[87.6 µM] | -28%[87.6 µM] | 2
O=C(Cn1nc(N2CCN(c3ccccc3)CC2)ccc1=O)NCc1ccccc1F | nt | nt | nt | nt | 4% | -13% | 13
N#Cc1cccc(S(=O)(=O)Nc2cccn3ncnc23)c1 | -30% | -11% | -4% | -2% | 4% | -10% | 26
COc1cc(Nc2nc(SCc3ccc(Cl)cc3)nc3ccccc23)cc(OC)c1 | nt | nt | nt | nt | 0% | 0% | 19
CN(Cc1cccnc1)C(=O)c1n[nH]c2c1CN(Cc1cccnc1)CC2 | i | 2% | 4% | 3% | ? | 2% | 10
COc1ccc(-c2nnc(SC(C)C(=O)O)o2)cc1 (stereo not given) | nt | nt | nt | nt | 11% | 14% | 8
COCC(=O)NC1CCC12CCN(C(=O)CC1CCCCC1)CC2 (stereo not given) | ? | -20% | -10% | -4% | -19% | 5% | -6
COCCOC1CN(C2CCN(C(=O)c3ccc4cc[nH]c4c3)CC2)C12CCCCC2 (stereo not given) | 0% | ? | nt | -11% | 8% | 1% | -3
CCC1CCCCN1CCCNC(=O)c1c(C)oc2ncn(CC(C)C)c(=O)c12 (stereo not given) | nt | nt | nt | nt | 24% | -5% | 15
CC(=O)N1CCN(C(=O)c2ccc3oc(-c4ccncc4Cl)nc3c2)CC1 | i | ? | nt | -17%[172 µM] | 9%[87.6 µM] | -10%[12.5 µM] | 9
CC(=O)c1ccc(N2CCN(C(=O)CCCCn3c(=O)[nH]c4ccccc4c3=O)CC2)cc1 | nt | nt | nt | nt | 14% | 3% | -1
Cc1c(C(=O)N2CCCC(CCc3ccc(F)cc3)C2)cnc2cc(=O)[nH]n12 (stereo not given) | i[11.5 µM] | i | 12% | ? | -8% | 9% | 2
Cc1ccc2occ(CC(=O)Nc3c(C(=O)Nc4ccc(Cl)cc4)oc4ccccc34)c2c1 | nt | nt | nt | nt | 42%[activator] | 0% | 0
O=C(Cc1ccc(Cl)cc1)Nc1ccc2nn(-c3ccccc3)nc2c1 | nt | nt | nt | nt | 27% | 3% | -10
CC(C)OCCCNc1sc(S(=O)(=O)c2ccccc2)nc1S(=O)(=O)c1ccc(Cl)cc1 | nt | nt | nt | nt | ? | 4% | 10
N#Cc1ccccc1CN1CCC2(CC1)Cc1ccccc1CNC2=O | -2% | -2% | nt | -11% | 4% | -6% | -1

Some of the entries so far, with values under each structure:
Every second line gives: GPT2 inh | 3T3 cytotox | Luciferase inh | HEK cytotox | SNCA expr inh | HEK293 viab | IP6K1 inh
> CN(Cc1cccnc1)C(=O)c1n[nH]c2c1CN(Cc1cccnc1)CC2
→ i | 2% | 4% | 3% | ? | 2% | 10
> COc1ccc(-c2nnc(SC(C)C(=O)O)o2)cc1 (stereo not given)
→ nt | nt | nt | nt | 11% | 14% | 8
> COCC(=O)NC1CCC12CCN(C(=O)CC1CCCCC1)CC2 (stereo not given)
→ ? | -20% | -10% | -4% | -19% | 5% | -6
> COCCOC1CN(C2CCN(C(=O)c3ccc4cc[nH]c4c3)CC2)C12CCCCC2 (stereo not given)
→ 0% | ? | nt | -11% | 8% | 1% | -3
> CCC1CCCCN1CCCNC(=O)c1c(C)oc2ncn(CC(C)C)c(=O)c12 (stereo not given)
→ nt | nt | nt | nt | 24% | -5% | 15
> CC(=O)N1CCN(C(=O)c2ccc3oc(-c4ccncc4Cl)nc3c2)CC1
→ i | ? | nt | -17%[172 µM] | 9%[87.6 µM] | -10%[12.5 µM] | 9
> CC(=O)c1ccc(N2CCN(C(=O)CCCCn3c(=O)[nH]c4ccccc4c3=O)CC2)cc1
→ nt | nt | nt | nt | 14% | 3% | -1

The listing continues:
SMILES | GPT2 inh | 3T3 cytotox | Luciferase inh | HEK cytotox | SNCA expr inh | HEK293 viab | IP6K1 inh
COC1CCOC2(CCN(C(=O)c3nn(C)c4ccccc34)CC2)C1 (stereo not given) | 0% | 1% | -9% | -2% | 3% | 3%[12.5 µM] | -17
CCOC(=O)c1ccc(NC(=O)Cc2ccc(-n3c(CC)nc4cccnc43)cc2)cc1 | nt | nt | nt | nt | 5% | ? | -45*
CC(C)c1cc(CN(C)Cc2cn[nH]c2-c2ccc(F)cc2)no1 | -5% | -18% | -6% | ? | 6% | -26% | 1
O=C(c1ccco1)N1CCCC(Cc2nc(C3CCOCC3)no2)C1 (stereo not given) | i | 4% | 4% | -2% | 6% | -14% | 0
CCc1cc(C(=O)N2CCC(n3nccc3NC(=O)CCOc3ccccc3)CC2)no1 | -27% | -19% | ? | -5% | 1% | 5% | 6
CC1(CCCCc2ccccc2)COc2ccc(C(=O)NCc3cccnc3)cc2N1 (stereo not given) | -19%[88.5 µM] | ? | -11%[172 µM] | ? | -16%[87.6 µM] | 9%[87.6 µM] | -1
CC(C)C[C@@H]1N[C@H](C(=O)N2CCN(c3ncccn3)CC2)Cc2c[nH]c3cccc1c23 | -14%[88.5 µM] | ? | 4%[172 µM] | 79µM* | -2%[87.6 µM] | -13%[87.6 µM] | -8
CCN(CC)c1cc(CCC(=O)NCCN2CCCCCC2)ccn1 | i | -16% | 6% | -7% | -15% | -20% | 13
CC1(COCC2CC2)COc2ccc(C(=O)Nc3ccc(Cl)cc3)cc2N1 (stereo not given) | -12%[88.5 µM] | 35µM* | -28%[172 µM] | 28µM* | 19%[87.6 µM] | -26%[87.6 µM] | 4
CS(=O)(=O)N1CCCCC1CCNc1nccc(-c2cccnc2)n1 (stereo not given) | -3% | -3% | -6% | -6% | -20% | 1% | -1
CNC(=O)c1cnn2c1CN([S+](=O)([O-])c1cccc(OC)c1)CC2 | ? | -28% | nt | -29% | -25% | -19% | 8
COc1ccc(CNC(=O)CCC(=O)N2CC3CCCN3c3ccccc32)c(OC)c1 (stereo not given) | nt | nt | nt | nt | 24% | 0% | 1
COc1ccccc1-c1nc2nccc(-c3cc(OC)c(OC)c(OC)c3)n2n1 | ? | ? | -15% | ? | 32%[activator] | 6% | 7
Cc1cccc(-n2c(=O)c3c4c(sc3n3c(C)nnc23)CCCC4)c1 | nt | nt | nt | nt | 6% | ? | 25
CCn1c(=O)c2c(cc(C)n2C)n(CC(=O)Nc2ccc(OC)c(Cl)c2)c1=O | 3% | ? | 8% | ? | ? | ? | -8
O=C(NCCc1ccccn1)c1nc(-c2ccccc2)cc2[nH]ccc12 | -3%[88.5 µM] | ? | ? | 79µM* | 7%[87.6 µM] | ? | -4
Cc1ccc2[nH]cc(S(=O)(=O)c3ccc(C)c(C)c3)c(=O)c2c1 | nt | nt | nt | nt | -10% | -5% | -11
COc1ccccc1-c1ccc(CN2CCCCC2C(=O)N(C)C)cc1 (stereo not given) | nt | ? | nt | ? | nt | nt | 11
N#Cc1ccc(C(=O)N2C[C@@H](CO)[C@H](c3ccccn3)C2)cc1 | 4% | -9% | 3% | ? | -29% | -7% | 0
CCOC(=O)c1sc(NC(=O)C[C@H]2NC(=O)c3ccccc3NC2=O)nc1C | -12% | ? | 0% | ? | 50%[activator] | -14% | 12
Brc1ccc(CN2CCc3nc(N4CCN(c5ncccn5)CC4)ncc3C2)cc1 | nt | nt | nt | nt | -12% | 1% | 4
CCC(NC(=O)Nc1cc(Cl)ccc1OC)c1c(-n2cccc2)sc2c1CCN(C)C2 (stereo not given) | nt | nt | nt | nt | -25% | -4% | 31
C=CCc1ccccc1OCCN(C)Cc1ccccc1C(=O)O | -2% | ? | -3% | ? | -26% | -11% | -3
Cc1nn(-c2ccccc2)c2c1C(C)N(C1CCN(C(=O)Cc3ccc(F)cc3)CC1)C2=O (stereo not given) | nt | ? | nt | 50µM* | nt | nt | -17

Screening data: PubChem BioAssay, National Center for Advancing Translational Sciences (NCATS)

An excerpt; rates above refer to the full screens.
